Screening results as filed in PubChem.
GPR55 LPI antagonism: inhibition of LPI-stimulated GPR55 beta-arrestin translocation – imaging, U2OS, beta-arrestin-GFP, LPI agonist, primary screen (AID 2013). U2OS GPR55 beta-arrestin-GFP translocation imaging, LPI antagonism; higher % means a stronger effect. hit rate 0.13% among 290,000. inhibition, % at 10 µM; hits with a dose series show IC50 in µM;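 active = spots per cell inhibited over 60%, with over 100 cells counted and total cytoplasm intensity under 500,000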;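 note: U2OS cells stably carrying GPR55 and arrestin-GFP stimulated by 5 µM LPI near EC80; imaged beta-arrestin-GFP aggregate spots per cell after agonist stimulation; plate controls were LPI-stimulated DMSO wells for no effect and DMSO wells without LPI for full effect; some results filed as inactive read as strong as hits; confirmed hits need IC50 under 10 µM and bright autofluorescent wells are also inconclusive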
GPR55 activation: GPR55 agonists via beta-arrestin recruitment, primary screen, imaging, U2OS cells, beta-arrestin-GFP redistribution (AID 1961). U2OS GPR55 beta-arrestin-GFP redistribution imaging; higher % means a stronger effect. activation, % at 10 µM; hits with a dose series show EC50 in µM. hit rate 0.048% among 290,000;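 active = activation above 40% with more than 50 cells counted in the well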;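 note: U2OS osteosarcoma cells stably expressing GPR55 and beta-arrestin-GFP; plate controls were DMSO negative control for no effect and LPI positive control for full effect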
T cell modulator: T cell immune modulation candidate. 2C CD8+ T cell-vesicle binding, flow cytometry; hits give low values. calls only at 7 µM. hit rate 0.068% among 330,000. AID 2052;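 active = response, share of CD8 T cells binding vesicles, and their 90th percentile fluorescence all below set limits, cut at about 80% in these data, passing the limit was not always enough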
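Test system: purified 2C TCR transgenic mouse naive CD8+ T cells. Probe or stimulus: QL9-peptide-loaded Drosophila micro-vesicles bearing Ld, ICAM-1 and B7-1. Incubation: binding step 1.5 h, 37 °C, antibody labelling 20 min, ice. Measured by: flow cytometry of vesicle-bound cells.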
KOR beta-arrestin-1: KOR agonists, beta-arrestin recruitment, primary screen, cell-based, luminescence, uHTS (AID 1777) | activation, % at 10 µM; hits with a dose series show EC50 in µM | hit rate 0.02% among 280,000 | KOR beta-arrestin recruitment, luminescence; higher % means a stronger effect; in the data active = activation above about 50%, passing the limit was not always enough; note: a part of the inactive calls stands beside numbers as strong as those of hits
GPR35 antagonists: inhibition of zaprinast-stimulated GPR35 beta-arrestin translocation – imaging, U2OS, beta-arrestin-GFP, zaprinast agonist, primary screen (AID 2058); hit rate 0.052% among 290,000; one-dose inhibition, % at 10 µM; IC50 in µM for titrated hits; U2OS GPR35 beta-arrestin-GFP translocation imaging, zaprinast antagonism; higher % means a stronger effect;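 active = inhibition of at least 50% with at least 30 cells and total cytoplasm GFP at most 10,000,000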
West Nile virus CPE: West Nile virus antiviral activity, cell-based, CPE readout (AID 1621). hit rate 0.02% among 290,000. one-dose CPE inhibition, % at 10 µM; IC50 in µM for titrated hits. West Nile virus-infected cells, CPE inhibition; higher % means a stronger effect; in the data active = a potency from the dose series; note: strong numbers were not always called active
KOR beta-arrestin-2: kappa opioid receptor blockers – cell-based, luminescence, uHTS (AID 1778). KOR beta-arrestin recruitment, luminescence, antagonist mode; higher % means a stronger effect. inhibition, % at 10 µM, or IC50 in µM where a hit was titrated. hit rate 0.091% among 290,000; in the data active = inhibition above about 50%; note: strong numbers were not always called active
NTR1 ag: NTR1-driven beta-arrestin-GFP spot formation – imaging, U2OS cells, high content, primary screen (AID 493036); agonist mode; activation, % at 20 µM; P30989; hit rate 0.17% among 330,000;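 active = activation at or above 40% of the spot to cytoplasm intensity ratio, with at least 20 cells analyzed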;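 note: 0% = DMSO without peptide and 100% = 100 nM NTR1 peptide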
Target sequence (P30989 whole entry, looked up): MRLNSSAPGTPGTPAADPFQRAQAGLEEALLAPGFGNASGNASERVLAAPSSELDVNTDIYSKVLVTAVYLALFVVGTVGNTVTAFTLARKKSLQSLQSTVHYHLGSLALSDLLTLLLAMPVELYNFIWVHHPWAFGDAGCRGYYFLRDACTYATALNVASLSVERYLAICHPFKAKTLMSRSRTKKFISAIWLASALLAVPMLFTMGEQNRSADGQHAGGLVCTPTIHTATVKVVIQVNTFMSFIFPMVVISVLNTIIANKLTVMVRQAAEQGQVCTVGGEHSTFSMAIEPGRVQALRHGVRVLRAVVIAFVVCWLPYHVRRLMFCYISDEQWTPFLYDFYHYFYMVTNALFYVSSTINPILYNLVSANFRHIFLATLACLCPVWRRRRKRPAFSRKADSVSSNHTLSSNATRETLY
PhoP inhibition: PhoP-dependent GFP reporter repression – Salmonella Typhimurium, primary screen (AID 1863); hit rate 0.16% among 300,000; S. Typhimurium PhoP-regulated promoter GFP reporter, 4 h; higher % means a stronger effect; inhibition, % at 50 µM, or IC50 in µM where a hit was titrated;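 active = inhibition over 29.93%, a cutoff 3 SD above the screen mean, later confirmed by dose response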;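 note: 0% = low Mg2+ inducing control and 100% = high Mg2+ repressing control; strong numbers were not always called active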
T cell modulator vesicle-bound %: recorded beside T cell modulator, whose call it bears; double positive events, %; measured here: CD8+ vesicle-bound cell fraction;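 binding gate set so that unloaded-vesicle control wells show 10% double positive cells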
NTR1 ag cell count 20 µM: further read-out of NTR1 ag, marked with its call; cell count; measured here: cell count, cytotoxicity flag
* hit, by the source's call; i = inactive; . = not tested or not shown; [ ] = another dose, or the depositor's remark.

SMILES	GPR55 LPI antagonism	GPR55 activation	T cell modulator	T cell modulator vesicle-bound %	KOR beta-arrestin-1	GPR35 antagonists	West Nile virus CPE	KOR beta-arrestin-2	NTR1 ag	NTR1 ag cell count 20 µM	PhoP inhibition
CC(=O)N1C(=O)N(C(C)=O)C2C1N(C)C(=O)N2C(C)=O (centres undefined)	6%	0.6%	i	40	-1.1%	3%	0.1%	9%	1.4	57	0%
Cc1ccc(NC(=O)CCNC(=O)c2ccc(Br)cc2)nc1	10%	-0.1%	i	16	2.9%	6%	-0.5%	-15%	0.0	55	-4%
CCCc1nn(C)c(C(=O)Nc2cccc(CC)c2)c1Cl	16%	-0.3%	i	24	0.1%	14%	-1.4%	-1%	3.3	45	3%
O=c1c2ccccc2sn1-c1cc(S(=O)(=O)N2CCOCC2)ccc1N1CCCC1	-4%	0.2%	i	23	-0.4%	-1%	0.9%	-20%	14	86	21%
CC1(C)CC(=O)N(c2ccccc2)C1(C)O (centres undefined)	7%	0.3%	i	56	-2.7%	-1%	-0.2%	-4%	-0.4	90	14%
COc1ccc(C(=O)N/C(=C\c2ccc3c(c2)OCO3)C(=O)NCCc2nc3ccccc3[nH]2)cc1	10%	-0.1%	i	44	3.3%	-12%	0.2%	-14%	1.1	38	19%
COCCn1nnnc1SCC(=O)c1ccc(F)cc1	10%	-0.1%	i	48	0.4%	-14%	0.0%	21%	-3.0	85	-5%
Cc1[nH]n(-c2ccc(Cl)cc2)c(=O)c1C=Nc1ccc(S(=O)(=O)N2CCOCC2)cc1	8%	-0.1%	i	37	-1.9%	-2%	0.1%	11%	3.0	58	-10%
COc1cccc(CNc2cc(C)ccn2)c1O	18%	-0.3%	i	33	-0.3%	9%	-0.4%	-16%[20 µM]	0.6	56	14%
CCOC(=O)c1ccc(NC(=O)Cn2nc(C)c3ccccc3c2=O)cc1	-2%	0.6%	i	47	0.0%	3%	-0.4%	-15%[20 µM]	-1.0	46	-6%

Looked up one by one from above, 6 records:
SMILES	GPR55 LPI antagonism	GPR55 activation	T cell modulator	T cell modulator vesicle-bound %	KOR beta-arrestin-1	GPR35 antagonists	West Nile virus CPE	KOR beta-arrestin-2	NTR1 ag	NTR1 ag cell count 20 µM	PhoP inhibition
CCOC(=O)c1ccc(NC(=O)Cn2nc(C)c3ccccc3c2=O)cc1	-2%	0.6%	i	47	0.0%	3%	-0.4%	-15%[20 µM]	-1.0	46	-6%
COCCn1nnnc1SCC(=O)c1ccc(F)cc1	10%	-0.1%	i	48	0.4%	-14%	0.0%	21%	-3.0	85	-5%
Cc1ccc(NC(=O)CCNC(=O)c2ccc(Br)cc2)nc1	10%	-0.1%	i	16	2.9%	6%	-0.5%	-15%	0.0	55	-4%
CC1(C)CC(=O)N(c2ccccc2)C1(C)O (centres undefined)	7%	0.3%	i	56	-2.7%	-1%	-0.2%	-4%	-0.4	90	14%
COc1cccc(CNc2cc(C)ccn2)c1O	18%	-0.3%	i	33	-0.3%	9%	-0.4%	-16%[20 µM]	0.6	56	14%
CC(=O)N1C(=O)N(C(C)=O)C2C1N(C)C(=O)N2C(C)=O (centres undefined)	6%	0.6%	i	40	-1.1%	3%	0.1%	9%	1.4	57	0%

Next records.
SMILES	GPR55 LPI antagonism	GPR55 activation	T cell modulator	T cell modulator vesicle-bound %	KOR beta-arrestin-1	GPR35 antagonists	West Nile virus CPE	KOR beta-arrestin-2	NTR1 ag	NTR1 ag cell count 20 µM	PhoP inhibition
Cc1ccc(-n2c(N)c(C(=O)N3CCCCC3)sc2=S)cc1	16%	-0.1%	i	10	3.4%	20%	-0.9%	-56%	-0.1	75	0%
CCCCc1nc(C(N)=O)c2[nH]c(=O)n(-c3ccc(OCC)cc3)c2n1	9%	-0.1%	i	52	0.2%	16%	0.0%	-22%	4.5	60	5%
Cc1ccc2c(COC(=O)CC3Sc4ccccc4NC3=O)cc(=O)oc2c1C (centres undefined)	6%	-0.3%	i	31	0.4%	8%	-0.2%	-4%	4.2	40	-2%
N#CC1=C(N)OC2=C(C(=O)CCC2)C12C(=O)N1CCCc3cccc2c31 (centres undefined)	10%	-0.1%	i	53	-2.8%	6%	-0.1%	46%	0.2	58	8%
CC(C)CCn1nnnc1C(c1ccccc1F)N1CCC(C(N)=O)CC1 (centres undefined)	-26%	-0.1%	i	42	0.1%	-8%	-0.5%	-44%	-2.5	77	-7%
O=[N+]([O-])c1ccc(N2CCN(CCOCCO)CC2)c([N+](=O)[O-])c1	11%	0.0%	i	5	4.8%	0%	-0.4%	3%[20 µM]	-0.3	32	.
Cc1ccc2c(c1)N(CC(=O)N1CCCC(C)C1)C(=O)CO2 (centres undefined)	-2%	1.3%	i	37	1.7%	-16%	0.3%	-2%	1.2	48	1%
COc1cc(OC)cc(C(=O)N2CCC3(CC2)NCCc2[nH]cnc23)c1	12%	0.0%	i	64	4.3%	4%	-0.3%	-39%	-0.1	59	-14%
O=C1C2(CCC13COC(c1ccc(O)cc1)OC3)COC(c1ccc(O)cc1)OC2 (centres undefined)	-7%	0.5%	i	34	3.6%	8%	0.0%	-27%	0.9	50	10%
O=C(COC(=O)Cc1ccc2c(c1)OCCO2)Nc1ccc(S(=O)(=O)N2CCCC2)cc1	2%	-0.1%	i	27	1.1%	-8%	-0.2%	-5%	0.1	56	8%
O=[N+]([O-])c1ccccc1N/N=C/c1ccccc1	1%	-0.2%	i	31	-3.4%	2%	-1.0%	3%	-0.3	61	1%
N#CCc1c(C#N)c(N)nc(N2CCN(c3ccc(F)cc3)CC2)c1C#N	-10%	-0.1%	i	26	1.3%	-12%	0.0%	-50%	3.3	80	13%
CSCCC(C(=O)OCC(=O)c1ccc(C)c(C)c1)N1C(=O)c2cc(Cl)c(Cl)cc2C1=O (centres undefined)	8%	-0.1%	i	50	0.2%	-1%	0.2%	-24%	-1.3	86	10%
O=C(COC(=O)c1ccc(Sc2ccccc2)c([N+](=O)[O-])c1)NC1CCS(=O)(=O)C1 (centres undefined)	-2%	0.1%	i	13	1.4%	-3%	-0.1%	6%	-0.9	70	-3%
N=c1ccn(CC(=O)NC(N)=O)c2ccccc12	21%	0.0%	i	5	-3.9%	-1%	-0.2%	2%	-1.2	46	-3%
O=C(C1=C[C@@H]2[C@H]3C(=O)N(c4ccccc4)C(=O)[C@H]3[C@@H](C(=O)c3ccc(Cl)cc3)N2C=C1)c1ccccc1	6%	-0.4%	i	52	-1.6%	-7%	-0.2%	28%	2.4	79	4%
CC(C)c1ccc(N2CCN(C(=O)c3ccccc3NC(=O)/C=C\C(=O)O)CC2)cc1	3%	0.0%	i	46	3.0%	11%	-0.6%	8%	-0.5	37	-3%
COC(=O)c1c(NC(=O)C2COc3ccccc3O2)sc2c1CCN(C(C)=O)C2 (centres undefined)	0%	0.2%	i	49	-2.9%	-16%	0.6%	-41%	1.4	79	3%
COc1ccc(CC(=O)Nc2ccc(NC(=O)c3ccccc3F)cc2)cc1	6%	-0.2%	i	17	0.4%	-12%	-0.1%	-15%[20 µM]	0.8	42	.
CC(C)Cc1nnc(NC(=O)CN2C(=O)c3ccccc3C2=O)s1	18%	0.2%	i	26	-3.4%	-17%	-0.3%	-40%[20 µM]	-0.7	49	-4%
CCOC(=O)Cn1nnnc1CN1CCN(c2ccc(OC)cc2)CC1	10%	0.6%	i	30	-2.9%	-9%	-0.3%	-24%	1.1	53	-7%
CC1CCN(S(=O)(=O)c2cccc(S(=O)(=O)N3CCOCC3)c2)CC1	1%	-0.1%	i	24	9.9%	-2%	-0.3%	20%	0.4	67	2%
O=C(O)c1cc(/C=C/c2ccc(N3CCOCC3)cc2)nc2ccccc12	16%	1.1%	i	58	8.6%	-6%	0.1%	1%	-0.1	65	-11%
S=C(N/N=C/c1ccccc1Cl)Nc1ccccc1	-7%	0.0%	i	22	-2.8%	8%	0.3%	5%	3.5	82	3%
Cc1nc2ccc(S(=O)(=O)NCC(=O)N3CCCC(C)C3)cc2s1 (centres undefined)	-6%	-0.1%	i	40	-3.8%	11%	-0.1%	0%	0.3	43	9%
CC(C(=O)Nc1ccccn1)N1C(=O)C2C3C=CC(C3)C2C1=O (centres undefined)	6%	-0.3%	i	44	7.6%	6%	0.2%	-43%	1.3	98	4%
Cc1nonc1C1CCCN1Cc1cn[nH]c1-c1ccc(-c2ccccc2)cc1 (centres undefined)	9%	0.3%	i	34	.	-8%	0.0%	8%	8.2	50	2%
Cc1cccc(C)c1OCc1nc2ccccc2[nH]1	-6%	0.2%	i	23	1.8%	-10%	-1.1%	-52%	-2.6	42	-9%
Cc1ccc(S(=O)(=O)N2CCC(C(=O)NCCCN3CCCCCC3)CC2)cc1	6%	-0.2%	i	10	-2.5%	12%	0.1%	-14%	2.4	58	3%
Cc1sc2nc(-c3cccs3)nc(N3CCCN(C)CC3)c2c1C	9%	-0.2%	.	.	-4.9%	2%	.	-33%	.	.	.
COc1cc(/C=N\NC(=O)c2ccc(C)nc2)ccc1OC(=O)c1ccc2c(c1)OCO2	-8%	-0.5%	i	51	7.1%	3%	0.5%	10%	-0.9	88	-8%
Cc1ccc(-n2nc3c(=O)n(CCCC(=O)NCc4ccccc4C)nc(C)c3c2C)cc1	-19%	-0.2%	i	33	11%	8%	-0.3%	-21%	0.2	61	-8%
CCOc1cc(C)c(C(C)C)cc1S(=O)(=O)N1CC(C)OC(C)C1 (centres undefined)	4%	0.2%	i	17	1.5%	10%	-0.1%	-11%	-0.6	34	9%
CCn1ncc(C2=NOC(C(=O)Nc3ccc(C)cc3)C2)c1C (centres undefined)	8%	0.2%	i	62	3.8%	11%	-1.5%	-6%	1.7	80	-4%
CC(C)NC(=O)COc1cccc2ccccc12	-6%	0.2%	i	38	-3.3%	-12%	-0.7%	0%[20 µM]	-0.5	38	8%
CC(C)(C)c1cc(NS(=O)(=O)c2cccs2)no1	-8%	-0.1%	i	52	3.4%	14%	0.6%	-16%	1.0	60	-2%
Cc1ccnc(NS(=O)(=O)c2ccc(NC(=O)Cc3ccccc3)cc2)n1	-1%	-0.2%	i	23	-3.3%	-5%	0.0%	-7%	-1.3	43	-11%
CCOC(=O)c1ccc(NC(=O)CSc2nc3cccnc3n2C)cc1	14%	-0.1%	i	40	1.2%	-4%	0.6%	-31%	2.5	63	7%
